Growth percent in the NCI-60 one-dose screen (48 h, 10 µM unless noted): 100 = growth as untreated, 0 = no growth, -100 = all killed.
K-562: K-562 leukemia. 78,000 tested, 7.4% active. AID 1794777
HOP-62: HOP-62 NSCLC; 80,000 tested, 3.9% active; AID 1794735
HOP-92: HOP-92 NSCLC cells; AID 1794738; 71,000 tested, 6.3% active
SR: SR leukemia cells | 73,000 tested, 8.7% active | AID 1794780
RPMI-8226: RPMI-8226 leukemia cells; AID 1794781; 77,000 tested, 7.5% active
CCRF-CEM: CCRF-CEM leukemia. 77,000 tested, 7% active
MDA-MB-435: MDA-MB-435 melanoma; 82,000 tested, 7.8% active
MOLT-4: MOLT-4 leukemia cells. 80,000 tested, 6.9% active. AID 1794779
Numbers without * were called inactive; . = no result given; & = joins results of further samples; ! = repeats disagree. The calls were made as follows: active = growth percent below 10; inactive = the rest.

SMILES	K-562	HOP-62	HOP-92	SR	RPMI-8226	CCRF-CEM	MDA-MB-435	MOLT-4
OC[C@@H](O)[C@@H](O[C@@H]1O[C@H](CO)[C@H](O)[C@H](O)[C@H]1O)[C@H](O)[C@@H](O)CO	.	116	95	106	.	98	101	117
CCOC(=O)/C(C#N)=C/c1cccc(Br)c1	119	106	97	97	97	94	113	77
NC(=O)Cc1c(O)cc(Br)c(OC(=O)NCCCCN=C(N)N)c1Br	67	106	128	108	108	99	109	110
OC(CNCc1ccccc1)Cn1c2ccccc2c2ccccc21 (stereo not given)	98	104	117	96	98	95	108	99
COc1ccc(-c2cccc3cc4c(cc23)OCO4)cc1	99	56	93	94	98	99	100	96
COc1ncc(OC)c(S(=O)(=O)Nc2ccc(N/C=C/C(=O)c3cc4c(ccc5ccccc54)oc3=O)cc2)n1	88	.	120	84	80	.	104	91
COc1ccc(C(=O)O)cc1.[Ag]	-27*	113	.	60	103	25	95	-53*
COc1ccc(-c2oc3c(OC)c4c(c(OC)c3c2-c2cc3c(OC)c5c(c(OC)c3oc2=O)OCO5)OCO4)cc1	98	99	109	99	94	98	102	98
CCOC(=O)C1=C(SC)N=C2C(c3nc4ccccc4s3)=Cc3cc(Br)ccc3N2N=C1N	100	83	81	75	91	90	107	84
Cc1nc(C)c(C(=O)O)cc1C(=O)O	100	106	103	100	106	103	110	103
N#C/C(=C\c1ccc(Br)cc1)n1nnc2ccccc21	14	18	-15*	12	.	8.3*	-38*	9.7*
COc1ccc(NC(=O)c2cc3ccccc3nc2Nc2cc(OC)c(OC)c(OC)c2)cc1	51	84	55	57	36	44	64	49
O=C(Nc1ncc(Cc2ccc(Cl)c(Cl)c2)s1)c1cc(Br)cs1	100	101	98	12	94	82	88	96
Nn1c(SCC(=O)Nc2cccc(Br)c2)nnc1-c1ccc(NC(=O)c2cccnc2)cc1	92	103	99	90	.	93	106	92
CCOC(=O)CC(C)C(C(=O)OCC)C(=O)OCC (stereo not given)	87	110	.	98	101	97	104	101
CC(=O)Nc1ccc(-n2cnc3cc(-c4ccc(O)cc4)ccc32)cc1C	41	63	67	.	43	65	-13*	65
CN(C)C(=S)Oc1ccccc1C1(C)OCCO1	92	102	.	96	90	99	109	95
S=c1c2c([nH]c3ccccc13)CCCC2	106	84	76	95	92	106	93	103
COc1ccc(CC2CC(=O)OC2=O)cc1 (stereo not given)	89	84	93	97	108	120	99	93
CCSc1ccc(/C=C2\NC(=O)NC2=O)cc1	.	92	64	.	93	.	99	.
CCOC(=O)C1O[N+]([O-])=C(c2ccc(OC)cc2)C1c1cccc(OC)c1 (stereo not given)	.	100	88	112	124	117	100	101
C[C@@H]1N=C(c2ccc(Cl)cc2Cl)Nc2nc3ccccn3c2C1=O	24	53	56	33	75	57	-17*	50
CN(C)CCN1C(=O)c2cccc3cc(N)cc(c23)C1=O	3.5*	34	.	8.1*	1.8*	14	34	-2.1*
CC(C)C(=O)N1CCN(Cc2csc(Nc3ccc(C[C@@H](NC(=O)Cc4ccccc4)C(N)=O)cc3)n2)CC1	96	89	105	88	102	105	104	101
COC(=O)c1cc(-c2c(-c3ccccc3)no[n+]2[O-])no1	101	106	108	104	106	108	103	101
O=C(NC1CCCCC1)C(c1ccc(O)c(O)c1)N(C(=O)C1CCc2cc(F)ccc2O1)c1ccc(F)cc1F (stereo not given)	67	78	71	69	73	81	80	47
COc1cc2c(cc1OC)C1CCN3C(=O)CCC3N1CC2 (stereo not given)	.	121	.	96	102	102	113	97
CC(C)(C)C1CCCC(=O)C1 (stereo not given)	94	105	90	89	92	93	103	89
CC[N+](CC)(CC)CCCC[P+](CC)(CC)CC	103	88	.	99	103	96	99	99
Cc1nn2c(-c3nc4ccccc4[nH]3)c(-c3ccccc3)nc2s1	89	102	80	79	92	80	103	82
Cc1cc(C)n(-c2nc3ccccc3[nH]c2=O)n1	103	104	84	92	.	102	109	101
O=C(/C=C\c1ccc(Cl)c(Cl)c1)c1ccccc1	96&33	91&100	71	106&13	-27*!	91&46	100&71	103&77
CC1=Cc2cc(Br)ccc2OC12Oc1ccc(Br)cc1C=C2C	77	94	102	86	88	86	108	82
COc1cccc(/C=C/C(=O)Nc2cc(OC)c3c(c2)OCO3)c1	92	100	86	81	57	.	79	89
COc1ccc(-c2ccc3ncc4c(c3c2)n(-c2ccc(N3CCNCC3)c(C(F)(F)F)c2)c(=O)n4C)cn1	-48*	-72*	-83*	-35*	-46*	-47*	-88*	-51*
C1=NC=C(/C=N/c2n[nH]c(Nc3ccccc3)n2)C1	111	117	107	101	110	104	112	116
O=S1(=O)c2ccccc2N(c2ccccc2)c2nc(CSc3nc4ccccc4s3)nn21	96	87	85	88	76	35	102	79
Cc1cc(NC(=O)NCc2ccco2)ccc1NC(=O)NCc1ccco1	95	102	98	80	114	108	115	75
COn1nnc2c(Cl)c3[nH]ccc(=O)c3cc21	99	98	130	18	109	113	107	111
Cc1ccc(S(=O)(=O)N/N=C/c2ccc([N+](=O)[O-])cc2)cc1	105	114	.	107	92	93	95	105
CC(=O)N1C/C(=C/c2ccc(Cl)cc2)C(=O)/C(=C/c2ccc(Cl)cc2)C1	2.1*	-30*	.	-15*	-45*	-13*	-50*	0.2*
COc1ccc(N2CC3(CC3(Cl)Cl)C2=O)cc1 (stereo not given)	78	97	92	71	94	74	106	82
CO[C@@H]1C2=CC=CC=C[C@H]2n2c(=O)n(C)c(=O)n21	119	108	101	125	113	107	95	132
O=S1SC(c2ccccc2)=NN1c1cc(F)cc(F)c1 (stereo not given)	22	49	-25*	19	11	19	63	18
Cn1c(O)c(C=Nc2ccccc2C(=O)O)c(=O)n(C)c1=O	138	94	97	100	105	110	102	102
COc1ccc(-c2c(-c3nc4ccccc4s3)c(N)nc3c(C(N)=O)c(Nc4ccc(Cl)cc4)nn23)cc1	103	.	102	91	96	97	106	113
NC(=O)CSCC(N)=O	100	117	84	109	101	99	95	103
COCCOCCOCCOCCOc1ccc2c(c1)C(=O)c1nc3ncccc3c(=O)n1-2	-92*	-83*	-19*	-86*	-55*	5.4*	-100*	-29*
CC(=O)Nc1c(O)c2ccccc2c2ccccc12	100	86	77	118	99	116	109	105
CC(C)(C)NCc1cc(C(C)(C)C)ccc1O	102	109	83	96	98	97	112	101

Next section
SMILES	K-562	HOP-62	HOP-92	SR	RPMI-8226	CCRF-CEM	MDA-MB-435	MOLT-4
CNC(=O)NCC1OC(n2cnc3c(NC(=O)Nc4ccccc4)ncnc32)C(O[Si](C)(C)C(C)(C)C)C1O[Si](C)(C)C(C)(C)C (stereo not given)	34	62	-2.7*	-22*	20	43	26	24
O=C(CSc1nnc2n(Cc3ccccc3)c(=O)c3c4c(sc3n12)CCCC4)Nc1ccc(Cl)cc1	93	94	93	99	104	109	99	95
CCOC(=O)c1cn[nH]c1C	103	105	.	104	111	105	.	108
Clc1ccc(-c2noc(/C=C\c3ccccc3)n2)cc1	95	106	99	98	110	92	93	98
O=C(Nc1cccc(Cl)c1)Oc1c(Cl)c(Cl)c(Cl)c(Cl)c1Cl	99	82	59	96	95	94	99	96
O=C(Nc1ncc(Cc2cccc(C(F)(F)F)c2)s1)C1COc2ccccc2O1 (stereo not given)	63	92	72	106	77	87	59	80
O=c1c(-c2nc(-c3ccccc3)c(-c3ccccc3)[nH]2)coc2ccc(F)cc12	32	70	88	63	32	49	65	24
O=c1c2cc(F)ccc2sc2c(Nc3ccncc3)nc3ccccc3c12	-47*	35	54	-4.4*	-31*	-27*	-62*	-37*
O=C(/C=C/c1cccc(O)c1)c1cccc(-n2cc(-c3ccc4ccccc4c3)[nH]c2=O)c1	-40*	-21*	43	.	.	1.7*	-16*	-1.4*
O=C(c1ccccc1)C(O)(CN1CCCCC1)c1ccccc1 (stereo not given)	102	103	101	92	.	93	95	97
CC(C)(C#N)N1CCN(c2ccc(Cl)cc2)CC1	102	102	89	107	105	104	100	106
CC(C)[C@H]1c2[nH]c3ccccc3c2C[C@H]2C(=O)N(CCCCCCC(=O)NO)CC(=O)N12	61	86	75	34	59	28	75	35
COc1ccc(OC)c(/C=C2\Cc3cc4c(cc3C2=O)OCO4)c1	51	92	.	36	90	92	19	123
COc1ccc(-c2csc(NC3=CC(c4ccc5c(c4)OCO5)OC3=O)n2)cc1 (stereo not given)	103	86	79	118	109	124	104	.
NC(=O)c1ccco1	108	98	83	.	100	96	104	98
CN(C)c1ccc(C2(Cl)c3ccccc3N(C)c3ccccc32)cc1	51	30	.	25	21	28	47	50
O=C(Cn1cc(CSc2nnc3oc4ccccc4n23)nn1)Nc1cccc(Cl)c1	.	73	52	.	48	51	74	.
COc1ccc(-c2cc(-c3ccccc3)nc(SCCCCCC(=O)O)n2)cc1	108	103	107	102	113	113	100	108
CCOC(=O)C(Cc1ccc(O)cc1)Nc1nc2ccccc2o1 (stereo not given)	100	101	102	105	98	92	96	88
COc1ccccc1C(=O)Nc1cccc(C2CC(=O)c3c(cc(OC)c(OC)c3OC)O2)c1 (stereo not given)	72	95	54	50	59	71	89	50
CC(=O)OCC1OC(n2cc(COc3ccc4ccc(=O)oc4c3)nn2)C(OC(C)=O)C(OC(C)=O)C1OC(C)=O (stereo not given)	88	91	80	85	101	101	98	92
O=C(CBr)CN1C(=O)c2ccccc2C1=O	90	98	-11*	99	112	111	103	104
Cc1ccnc(NS(=O)(=O)c2ccc(N)cc2)n1	92&96	92&112	89	90&104	105&110	105&98	102&103	82&90
O=C(c1ccccc1)C(Sc1ccccc1)c1ccccc1 (stereo not given)	85	93	67	49	82	90	107	67
COC(=O)C(=Cc1ccccc1)C(=O)OC	112	115	86	100	96	.	107	102
CCN(CC)CC(C)(C)C=O	103	105	115	102	.	97	106	106
Cc1noc(N)c1C(=O)Nc1ccc2c(c1)OCO2	99	115	94	92	84	104	103	103
COc1ccc(-c2cc(-c3ccccc3)nn(CC(=O)N3CCN(C)CC3)c2=O)cc1	92	89	99	86	102	100	103	94
N#CC1=C(c2ccccc2)Nc2c(c(-c3ccccc3)nn2-c2ccccc2)[C@@]12C(=O)Nc1ccc(Cl)cc12	82	98	76	42	80	79	96	73
CC[N+](C)(C)CCOc1nc2c(c(=O)n(C)c(=O)n2C)n1C	88	88	99	114	100	95	103	103
CCOC(=O)c1nn(C2CCCCO2)c2ccc(NC(=O)COc3cccc4cccnc34)cc12 (stereo not given)	93	101	99	106	100	103	107	92
Cc1ccc(-n2nc(C(=O)NCCCCCC(=O)NO)nc2-c2ccccc2)cc1	.	.	95	109	111	103	105	117
CN(N=C1CCC(C2CCCCC2)CC1)c1ccccc1 (stereo not given)	96	.	87	95	93	94	106	94
c1coc([C@@H]2C[C@@H]3Cc4ccc5ccccc5c4N2O3)c1	102	89	.	89	97	79	103	74
O=C1C2=C(Nc3ccccc3SC2c2ccc(Br)cc2)c2ccccc21 (stereo not given)	83	113	114	76	76	87	100	85
COc1cc(Cc2n[nH]c(=S)n2-c2ccccc2)c(S(=O)(=O)N2CCOCC2)cc1OC	97	80	108	107	103	102	104	107
C/C(=N\N=C\c1ccc(Cl)c([N+](=O)[O-])c1)c1ccc2c(c1)Nc1ccccc1S2	39	48	33	44	33	56	50	40
COc1ccc(-c2nc3sc(C)nn3c2-c2nc3cc(C)c(C)cc3[nH]2)cc1	97	92	88	77	83	86	96	78
CC(NC(=O)C1CCCN1C(=O)OC(C)(C)C)C(=O)OCc1ccccc1 (stereo not given)	60	99	64	129	97	.	98	54
CC(Oc1ccccc1)C(=O)O (stereo not given)	95	100	124	62	145	.	101	108
O=C(O)c1ccc(OC2C=CCCC2)cc1 (stereo not given)	96	96	.	73	.	.	111	80
CC(C)C[C@H](N)C(=O)NS(=O)(=O)c1cccc(Cl)c1	71	108	97	83	74	89	93	91
CSc1cc(C)nc(N)n1	105	104	.	104	108	111	106	107
